# Screening data deposited in PubChem BioAssay by National Center for Advancing Translational Sciences (NCATS).
# FUS yeast rescue = suppressors of FUS proteinopathy in yeast; actives 0.24% (n = 390,000); Potency, µM (doses to about 76.6 µM), for the others: top-dose growth rescue (activation), most hits filed as activators; S. cerevisiae FUS-expressing, growth rescue, OD600, 24 h;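 also: potency is read from the fitted curve at half-maximal effect; plate controls were DMSO vehicle for no effect and reference control for full effect; nearly all actives have a fitted effect of over 55% in size; some results filed as inactive show a strong effect at the top dose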
#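 Galactose (2%) drives FUS expression in yeast precultured in raffinose; seeding density OD 0.005. Test compounds incubated 24hr at 30C and 99% humidity before absorbance at 600 nm was measured.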
# PLK1 PBD block = blocks phosphopeptide binding to human PLK1 polo-box domain; Potency, µM, for the others: max response, negative = inhibition, hits mostly inhibitors; Plk1 PBD binding of FITC phosphopeptide, fluorescence polarization; actives 2.8% (n = 360,000); also: potency is read from the fitted curve at half-maximal effect; series mostly up to about 57 µM; % is scaled to controls: 0 for no effect and ±100 for the full control effect; nearly all actives have a fitted effect of over 65% in size
# Target sequence (P53350 whole entry, looked up, the tested form may be a part): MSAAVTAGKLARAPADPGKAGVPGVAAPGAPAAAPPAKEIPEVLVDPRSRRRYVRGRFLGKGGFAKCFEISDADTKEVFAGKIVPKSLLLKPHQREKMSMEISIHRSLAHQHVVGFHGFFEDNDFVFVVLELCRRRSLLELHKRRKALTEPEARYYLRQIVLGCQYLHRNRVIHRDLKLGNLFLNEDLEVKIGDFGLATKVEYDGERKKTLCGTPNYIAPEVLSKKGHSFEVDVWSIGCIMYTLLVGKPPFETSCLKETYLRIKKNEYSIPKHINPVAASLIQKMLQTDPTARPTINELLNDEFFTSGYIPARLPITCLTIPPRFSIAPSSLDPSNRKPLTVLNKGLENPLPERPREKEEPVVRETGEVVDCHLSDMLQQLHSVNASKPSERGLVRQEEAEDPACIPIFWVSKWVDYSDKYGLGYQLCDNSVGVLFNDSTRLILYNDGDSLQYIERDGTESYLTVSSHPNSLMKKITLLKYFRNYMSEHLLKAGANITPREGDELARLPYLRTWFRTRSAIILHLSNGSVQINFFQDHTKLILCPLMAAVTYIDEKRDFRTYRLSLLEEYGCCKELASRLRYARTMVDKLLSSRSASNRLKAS
# EPAC1 antagonist = blocks human EPAC1 exchange factor; EPAC1 GEF assay, Rap1b-BODIPY-GDP exchange fluorescence; actives 0.14% (n = 360,000); O95398; Potency, µM (titrated, usually from 115 µM), inactives show at the top dose activity change, negative = inhibition, usual class: inhibitors;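 also: potency is read from the fitted curve at half-maximal effect; plate controls were vehicle for no effect and positive control for full effect; nearly all actives have a fitted effect of over 50% in size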
# aSyn yeast inh = alpha-synuclein toxicity inhibition in yeast | actives 0.14% (n = 370,000) | Yeast expressing alpha-synuclein, growth rescue, BacTiter-Glo, 24 h | Potency, µM (top dose mostly 46.1 µM), without a hit: top-dose growth rescue (activation), hits mostly activators | AID 652106; also: potency is read from the fitted curve at half-maximal effect; % of control where 0% means no effect; nearly all actives have a fitted effect of over 65% in size
#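 Rescue of yeast growth: cells expressing toxic alpha-synuclein, induced in galactose at OD600 0.02, incubated with compound 24 h at 30 C. ATP luminescence quantified growth; inhibitors of toxicity appear as activators.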
# IL-2 act = activates IL-2 in a cell-based reporter assay; actives 0.065% (n = 360,000); AID 652025; activation, % (series mostly up to about 46 µM); IL-2 activation reporter assay, cell-based qHTS; stimulated with anti-CD3/CD4/CD28 beads; in transgenic mouse T cells; in the data active = activation above about 50%; inconclusive = mostly about 30% to 49%; also: 0% is about no effect
#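 Screening format: compound pinned onto unstimulated transgenic mouse T cells, 60 min incubation, then anti-CD3/anti-CD4/anti-CD28 bead stimulation for 18 hours at 37 degrees C, followed by EGFP and DsRed detection.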
# Abeta yeast res = restores growth of yeast expressing A-beta42 peptide; actives 0.063% (n = 410,000); yeast expressing A-beta42, growth rescue, OD600, 48 h; response scale: 0% DMSO, 100% iron-clioquinol control; Potency, µM (top dose mostly 46.1 µM), inactives show at the highest dose growth rescue, usual class: activators; also: potency is read from the fitted curve at half-maximal effect; nearly all actives have a fitted effect of over 55% in size
#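 Yeast growth medium received pinned compounds, then yeast cells expressing toxic A-beta were added; plates incubated at 30 C for 48 hr. Growth read as absorbance at 600 nm, normalized to DMSO and equimolar FeCl3 plus clioquinol controls.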
# WRN helicase inh = inhibitors of human WRN helicase | WRN helicase unwinding, fluorescent forked duplex, kinetic | Potency, µM (highest dose often 114 µM), for inactives: at the top dose activity change, negative = inhibition, hits mostly inhibitors | actives 0.46% (n = 360,000); also: potency is read from the fitted curve at half-maximal effect; % is scaled to controls: 0 for no effect and ±100 for the full control effect; nearly all actives have a fitted effect of over 55% in size
#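 Kinetic red-fluorescence monitoring (525/598 nm) tracks WRN helicase activity after 100 nM fluorophore-quencher forked duplex and 2 mM ATP are added to 20 nM enzyme pretreated 15 min at room temperature with compound.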
# EPAC1 agonist = EPAC1 (human) agonism; O95398; AID 720707; Potency, µM (doses to about 154 µM), for inactives: at the top dose activation, usual class: activators; EPAC1 agonist qHTS, biochemical assay; response scale: 100% = response to 6.5 mM cAMP; actives 0.073% (n = 360,000); also: potency is read from the fitted curve at half-maximal effect; nearly all actives have a fitted effect of over 60% in size
#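 Compounds were pinned as a concentration titration into mixtures of EPAC1 (100 nM), BODIPY-GDP-loaded Rap1B (250 nM) and GDP (50 uM). After 5 min at room temperature, fluorescence was followed for 30 min; activity was scaled to 6.5 mM cAMP.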
# PI5P4K alpha inh = blocks human PI5P4K alpha kinase activity | P48426 | PI5P4Kalpha enzyme, ADP-Glo luminescence, 60 min; active compounds read low | max response, % | actives 1.2% (n = 330,000) | AID 652105; active = max response of -50% or lower; inconclusive = between -30% and -50%; inactive = -30% or higher; also: value at the top dose of about 77 µM; % is scaled to controls: 0 for no effect and ±100 for the full control effect
# Target sequence (P48426 whole entry, looked up): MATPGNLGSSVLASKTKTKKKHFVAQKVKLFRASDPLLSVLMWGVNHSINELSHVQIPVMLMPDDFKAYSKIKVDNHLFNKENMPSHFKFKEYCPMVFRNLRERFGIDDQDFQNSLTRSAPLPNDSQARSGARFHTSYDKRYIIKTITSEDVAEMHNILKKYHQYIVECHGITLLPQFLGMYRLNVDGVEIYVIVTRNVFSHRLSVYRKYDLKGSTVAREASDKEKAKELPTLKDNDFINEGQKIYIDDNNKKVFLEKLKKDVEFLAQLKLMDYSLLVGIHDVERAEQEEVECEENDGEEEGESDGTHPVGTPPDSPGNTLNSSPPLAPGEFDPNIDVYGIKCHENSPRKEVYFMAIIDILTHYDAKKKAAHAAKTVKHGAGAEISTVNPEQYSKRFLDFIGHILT
#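 Single end-point luminescence (ADP-Glo) quantified ADP from PI5P4Kalpha turnover; ATP 5 microM final, 1 h at RT, 0.1% CHAPS and 0.28 mM EGTA in HEPES pH 7.4.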
# * hit, by the source's call; ? = inconclusive; nt = no result given; & = joins results of further samples; [ ] = remark or other dose. Unless noted, calls follow the shape of the dose curve; as a rule, active = well fitted curve in the direction sought with a large enough effect; inconclusive = small, poorly fitted or top-dose-only effect, or another doubt; inactive = no such curve, though single readings can be large; an effect the other way counts as inactive or inconclusive.
SMILES,FUS yeast rescue,PLK1 PBD block,EPAC1 antagonist,aSyn yeast inh,IL-2 act,Abeta yeast res,WRN helicase inh,EPAC1 agonist,PI5P4K alpha inh
CCOc1cc(Br)cc(/C=N/NC(=O)c2cccnc2)c1O,28%,-4%,-2%,-1%,-0.2,-45%[inhibitor],4%,7%,2
CCOC(=O)c1sc(NC(=O)CCc2ccc(OC)cc2)nc1C,13%,-15%,3%,-6%,0.8,3%,6%,20%,-6
COc1ccc(-n2c(=O)c3ccccc3n(CC(=O)NC3CCCCC3)c2=O)c(OC)c1,-5%,-5%,10%,5%,0.3,11%,3%,-5%,-4
O=C(Nc1ccc(Cl)cc1)Nc1ccccc1C(=O)O,2%,-5%,-9%,-22%,2.2,-42%[inhibitor],-11%,2%,3
COc1ccc(/C=C/C(=O)OCC(=O)NC2CCCCCCC2)cc1,nt,2%,2%,10%,0.2,1%,-3%,-5%,2
O=C(Nc1sc2c(c1C(=O)O)CCCC2)c1ccccc1Cl,-34%,-7%,-15%,0%,-2.1,4%,-5%,2%,-3
CCN(CC)CCCNC(=O)c1cc(Sc2nnc(C)s2)nc2ccccc12,nt,0%,2%,1%,-1.5,5%,7%,9%,6
COc1ccc2ccn(S(=O)(=O)c3ccccc3)c2c1,-1%,-8%,-27%,0%,0.0,31%,1%,16%,-3
Oc1c(Br)cc(Br)cc1C=Nc1ccc2c(c1)OCCO2,-21%,-17%,7%,-5%,0.2,-43%[inhibitor],-13%,13%,?
COc1ccc(CC(=O)NNc2ncnc3c2cnn3-c2ccccc2)cc1,nt,?,-5%,-5%,-0.4,22%,-14%,4%,-2
CC(C)(C)C(=O)NC1CCN(S(=O)(=O)c2ccccc2F)CC1,-8%,-9%,4%,-1%,0.0,-4%,-1%,5%,-9
Nn1c(SCc2cccc(Br)c2)nnc1-c1ccncc1,-1%,-8%,12%,3%,-1.7,6%,5%,-2%,0
C[C@@H]1O[C@@H](OC[C@@H]2O[C@H](Oc3c(-c4ccc(O)cc4)oc4cc(O)cc(O)c4c3=O)[C@@H](O)[C@H](O)[C@H]2O)[C@H](O)[C@H](O)[C@H]1O,-12%,-11%,1%,0%,-0.2,-7%,0%,1%,0
CCc1ccc(-c2cc(C)no2)cc1S(=O)(=O)NCc1ccco1,16%&15%,-22%,-1%,7%,-3.5,-7%&-2%,-4%,-13%,-6
COc1cc(N2CCOCC2)ncn1,9%,-2%,0%,6%,-0.1,9%,4%,0%,8
CCCCN1CNC(=S)N(CCc2ccccc2)C1,16%,-1%,-11%,8%,-3.3,?,10%,-1%,1
Cc1oc(-c2ccc3ccccc3c2)nc1CN(C)C(C)c1ccncn1 (stereo unspecified),18%,0%,6%,-4%,-0.4,-8%,-4%,4%,-1
Cc1nn(Cc2ccc(C(=O)NN)cc2)c(C)c1Cl,32%,8%,0%,4%,0.1,9%,5%,6%,-4
CCOc1ccc2c(c1)OC(c1ccc(C)cc1)(C(F)(F)F)NC2=O (stereo unspecified),13%,-8%,-10%,5%,-0.7,-3%,-2%,2%,13
O=C(O)c1cc([N+](=O)[O-])cc2c1nnn2O,23%,-3%,-19%,-17%,-2.1,-23%,-9%,-4%,-67*
COc1ccc(OC(=O)N(C)C[C@@H]2OCc3cn(nn3)CCCC(=O)N([C@@H](C)CO)C[C@H]2C)cc1,0%,-2%,12%,-1%,-2.0,9%,5%,-4%,1
COC(=O)c1c(NC(=O)C2C3C=CC(CC3)C2C(=O)O)sc(C)c1C (stereo unspecified),nt,?,-6%,4%,0.3,15%,1%,9%,-9
CCCCSc1nc2sc3c(c2c(=O)[nH]1)CC(C)(CC)OC3 (stereo unspecified),0%,-9%,-9%,-12%,-5.8,-6%,2%,-6%,2
CCOC(=O)N1CCN(C(=O)c2oc3ccc(S(=O)(=O)N4CCOCC4)cc3c2C)CC1,25%,0%,-6%,0%,1.7,-1%,3%,-8%,2
Cc1nc(Nc2cccc(O)c2)c2c3c(sc2n1)CCC3,21%,-14%,-20%,-1%,-0.3,-1%,-10%,3%,5
CCOC(=O)c1nc2ccccc2nc1C,nt,-14%,-15%,-3%,0.5,-8%,3%,5%,8
O=C(c1cncs1)N1CCCC(CNS(=O)(=O)c2cccs2)C1 (stereo unspecified),-23%,8%,-11%,6%,2.8,-11%,2%,-3%,-5
Cc1ccccc1S(=O)(=O)N1C[C@H]2CON(C)[C@H]2C[C@H]1c1cccc(Br)c1,21%,-4%,3%,24%,-0.5,-19%,1%,-2%,-2
Cc1ccc(OCCNC(=O)CCC(=O)N2CCOCC2)cc1,-1%,-2%,1%,-2%,1.8,1%,-1%,-1%,3
O=S(=O)(NCCC1=CCCCC1)c1ccc(F)cc1,4%,-1%,15%,16%,-3.5,-26%,0%,-3%,-2
COc1ccc(-c2cc(=O)n(CCC#N)[nH]2)cc1,8%,-2%,2%,-5%,1.6,14%,-4%,-9%,2
Clc1ccc(-c2ccccc2)cn1,-21%,-16%,5%,-2%,-1.2,-3%,-5%,3%,2
NC1(C#Cc2ccc3oc(=O)c(-n4cc(-c5ccsc5)nn4)cc3c2)CCCCC1,0%,-2%,6%,3%,0.1,0%,-5%,2%,-9
O=C(NC1CCCCC1)c1ccc(CNc2c(N3CCOCC3)c(=O)c2=O)cc1,4%,-17%,?,-2%,-1.1,-15%,4%,-20%,-10
CCC(Sc1ncccc1C(=O)O)C(=O)N1CCCC1 (stereo unspecified),12%,-17%,5%,3%,-0.4,10%,-4%,5%,nt
O=C(O)c1ccc2cccnc2n1,8%,-16%,13%,1%,5.4,-11%,?,8%,-4
CCOc1nc(-c2ccccc2)ccc1-c1noc(-c2ccc(OC)c(OC)c2)n1,-22%,2%,-1%,-1%,-2.1,4%,6%,9%,-6
COc1ccc(S(=O)(=O)N2CCN(C(=S)NC3CCCCC3)CC2)cc1,-2%,?,-24%,5%,0.9,6%,-1%,2%,-18
S=c1[nH]ccn1-c1ccc(Cl)cc1,-15%,-15%,5%,5%,-0.2,?,2%,-1%,-3
Cc1csc(NC(=O)c2ccccc2O)n1,55%,-8%,-2%,-14%,0.0,-34%[inhibitor],-1%,1%,4
COc1ccc(CNC(=O)[C@@H](Cc2ccccc2)NC(=O)CC[C@H]2O[C@@H](n3ccc(=O)[nH]c3=O)[C@H](O)[C@@H]2O)cc1,-19%,-17%,-9%,-1%,1.1,-14%,11%,12%,-3
CCOc1ccc2nc(NC(=O)CSc3nnc(-c4ccncc4)n3CC3CCCO3)sc2c1 (stereo unspecified),21%,-2%,-3%,4%,4.1,21%,7%,-6%,0
O=C(CSc1nc(Nc2ccccc2)nc(N2CCOCC2)n1)N1CCCC1,3%,-5%,-12%,8%,-0.4,8%,9%,0%,4
O=C(Nc1ccc(Cl)cc1)c1csc(-c2ccccc2)n1,-3%,-1%,-2%,0%,1.8,-1%,-13%,19%,nt
Cc1ccc(S(=O)(=O)NC(C)(C)CN2CCC(Cc3ccccc3)CC2)cc1,-18%,-4%,-6%,-11%,-1.5,1%,-5%,-1%,1
O=C(CCC(=O)Nc1ccc(Br)cc1)N/N=C/c1ccc(F)cc1,-21%,-13%,-7%,-3%,0.6,-5%,0%,2%,11
CC(CC(=O)Nc1nccs1)c1ccccc1 (stereo unspecified),24%,-20%,-15%,-15%,-2.0,-4%,15%,-6%,-9
CCCN(C(=O)CSc1ccccc1C(=O)O)C1CCS(=O)(=O)C1 (stereo unspecified),-24%,0%,1%,0%,1.6,-6%,23%,-6%,2
O=C(COC(=O)c1nc(Cl)ccc1Cl)c1ccc(Cl)s1,-5%,-5%,1%,0%,-0.6,0%,-7%,9%,-8
COc1cc(C(=O)NC2CCN(Cc3nnnn3Cc3ccc(F)cc3)CC2)cc(OC)c1OC,14%,-12%,-27%,1%,-3.6,8%,0%,5%,-1
CCOC(=O)c1csc(NC(=O)CN2CCOCC2)n1,-14%,-10%,-7%,-4%,0.3,-16%,-5%,0%,4
Cc1[nH]c2ccccc2c1-c1nc2ccccc2[nH]1,32%,-1%,0%,-10%,-2.8,4%,-8%,1%,1
Cc1ccc(-c2nn(C)c(=O)c3ccccc23)cc1CNC(=O)/C=C/c1ccccc1,?,-12%,-9%,6%,-0.1,5%,-3%,8%,-1
Cc1ccc(-c2nn(-c3cc(N4CCNCC4)ccc3[N+](=O)[O-])c(=O)c3ccccc23)cc1,?,-6%,-6%,-1%,-3.5,1%,-1%,5%,16
CC(C(=O)NCC1CCCCC1)N(C)Cc1ccc(Cl)cc1 (stereo unspecified),2%,-5%,-18%,1%,-1.0,6%,-10%,-8%,6
CCC(=O)Nc1ccc(S(=O)(=O)NC[C@H]2O[C@@H](n3cnc4c(=O)[nH]c(N)nc43)[C@H](O)[C@@H]2O)cc1,-8%,-12%,-5%,4%,0.4,-10%,-3%,8%,0
CCCn1c(SCC(=O)N2c3ccccc3CC2C)nnc1-c1ccco1 (stereo unspecified),22%,-5%,1%,6%,1.2,-12%,8%,4%,-1
CCc1ccc(S(=O)(=O)N2CCN(Cc3ccco3)CC2)cc1,15%,5%,-2%,0%,0.9,3%,1%,-11%,2

# Of the compounds above, two have a nitro group on carbon.
SMILES,FUS yeast rescue,PLK1 PBD block,EPAC1 antagonist,aSyn yeast inh,IL-2 act,Abeta yeast res,WRN helicase inh,EPAC1 agonist,PI5P4K alpha inh
O=C(O)c1cc([N+](=O)[O-])cc2c1nnn2O,23%,-3%,-19%,-17%,-2.1,-23%,-9%,-4%,-67*
Cc1ccc(-c2nn(-c3cc(N4CCNCC4)ccc3[N+](=O)[O-])c(=O)c3ccccc23)cc1,?,-6%,-6%,-1%,-3.5,1%,-1%,5%,16
